Screening data as filed in PubChem.
AGP1 TOR yeast: alters AGP1-GFP fluorescence in TOR pathway yeast screen. S. cerevisiae AGP1-GFP multiplex flow cytometry, 3 h; GFP as percent of DMSO wells. GFP response vs DMSO, % at 10 µM. 0.02% of 320,000 active. AID 2066;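 active means GFP response relative to DMSO above a set limit, near screen average plus 3 SD, cut at about 150% in these data; inconclusive means fewer than 70 cells counted for the yeast strain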;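 further: median GFP channel fluorescence of the gated AGP1 strain per well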
CIT2-GFP yeast: yeast TOR pathway CIT2-GFP modulation. S. cerevisiae CIT2-GFP strain, flow cytometry, 3 h; 100 means same as DMSO wells. GFP response vs DMSO, % at 10 µM. 0.065% of 320,000 active;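 active means GFP response relative to DMSO above a set limit, near the screen mean plus 3 SD, cut at about 150% in these data; inconclusive means Fewer than 70 cells measured for a yeast strain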;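 further: ratio of well median GFP fluorescence to mean of DMSO wells on the plate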
MCL1-BIM inh: MCL1-BIM-BH3 interaction inhibition (human). Q07820. 0.68% of 320,000 active. GST-MCL1 / FITC-Bim-BH3 fluorescence polarization. inhibition, % at 10.9 µM;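 active means inhibition above the mean inhibition of all tested compounds plus 3 SD, set per campaign, cut at about 40% in these data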;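 further: 0% = DMSO wells and 100% = unlabeled Bim-BH3 peptide control; higher means more loss of mP so more displacement of Bim peptide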
BCLXL inh: blocks human Bcl-xL binding to Bim BH3 peptide. GST-Bcl-xL / FITC-Bim BH3 peptide fluorescence polarization. Q07817. inhibition, % at 10.9 µM. 0.7% of 320,000 active;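 active means inhibition above the mean of all tested compounds plus 3 SD, cutoff set per campaign, cut at about 30% in these data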;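 further: 0% = DMSO wells and 100% = unlabeled Bim-BH3 peptide competitor; inhibitors lower millipolarization by displacing the labeled peptide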
GRK2 inh: blocks RNA aptamer binding to human GRK2; inhibition of aptamer binding, % at 10 µM; bead flow cytometry, FAM-aptamer displacement from GRK2; 0.59% of 330,000 active; P25098;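 active means inhibition of aptamer binding above 40%, roughly 3 SD of noise, on plates passing a quality check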;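 further: median bead fluorescence of bound FAM aptamer so fluorescent compounds give negative values; no value below 0 was filed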
MEX-5 binding: C. elegans MEX-5 TCR-2 RNA binding activity; Q9XUB2; MEX-5/FITC-TCR2 RNA binding, fluorescence polarization; stronger effect = lower value; activity score (negative = inhibition of binding), % at 10 µM; 0.38% of 300,000 active; AID 1832;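 active means inhibition past about -25% in most replicates, and total fluorescence under double the plate's negative control median, limit read from the data; inconclusive means replicates evenly split on the limit, or fluorescence at least double controls; inactive means too little inhibition in most replicates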;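 further: 0% = DMSO and -100% = 5 µM competing unlabeled TCR2 RNA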
VLA-4 inh: inhibition in a human VLA-4 binding assay; P13612; VLA-4 expressing cells, ligand binding flow cytometry; inhibition, % (about 7 µM as worked out from the volumes in the protocol); 0.2% of 330,000 active; in the data active means inhibition above about 50%
Target sequence (P13612 whole entry, looked up): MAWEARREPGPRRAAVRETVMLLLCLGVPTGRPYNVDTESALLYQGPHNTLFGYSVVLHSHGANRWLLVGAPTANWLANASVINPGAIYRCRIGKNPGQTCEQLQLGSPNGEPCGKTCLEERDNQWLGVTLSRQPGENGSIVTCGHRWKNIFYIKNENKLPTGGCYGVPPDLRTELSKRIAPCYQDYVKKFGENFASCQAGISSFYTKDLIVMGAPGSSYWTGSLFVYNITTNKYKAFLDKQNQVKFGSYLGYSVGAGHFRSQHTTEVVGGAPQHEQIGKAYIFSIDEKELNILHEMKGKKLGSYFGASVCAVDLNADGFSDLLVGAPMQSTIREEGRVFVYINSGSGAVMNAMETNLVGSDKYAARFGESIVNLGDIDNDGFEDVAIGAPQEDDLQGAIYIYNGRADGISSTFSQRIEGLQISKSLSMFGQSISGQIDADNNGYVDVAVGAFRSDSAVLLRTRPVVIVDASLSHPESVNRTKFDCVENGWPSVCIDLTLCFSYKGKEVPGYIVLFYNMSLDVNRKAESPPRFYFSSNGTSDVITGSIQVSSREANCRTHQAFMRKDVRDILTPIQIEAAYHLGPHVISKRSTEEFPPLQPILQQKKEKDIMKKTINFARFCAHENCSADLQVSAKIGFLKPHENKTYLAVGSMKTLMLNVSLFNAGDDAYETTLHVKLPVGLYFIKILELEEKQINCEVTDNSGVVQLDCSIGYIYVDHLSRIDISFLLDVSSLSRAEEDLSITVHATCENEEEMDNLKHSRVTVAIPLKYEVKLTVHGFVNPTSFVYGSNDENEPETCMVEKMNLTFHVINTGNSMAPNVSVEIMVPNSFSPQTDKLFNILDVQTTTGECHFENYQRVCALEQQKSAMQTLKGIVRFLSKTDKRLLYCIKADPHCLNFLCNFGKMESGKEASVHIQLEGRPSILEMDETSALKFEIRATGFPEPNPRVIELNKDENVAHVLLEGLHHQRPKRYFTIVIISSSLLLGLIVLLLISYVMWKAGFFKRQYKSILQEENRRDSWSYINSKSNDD
GLD-1 RNA inh: GLD-1-TGE RNA interaction inhibition (C. elegans). inhibition, % at 5.96 µM. 0.44% of 320,000 active. Q17339. purified GLD-1 + fluorescein TGE RNA, fluorescence polarization;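 active means percent inhibition above a per-plate cutoff, the plate mean of test compounds plus 3 SD, cut at about 30% in these data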;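 further: 0% = DMSO wells with GLD-1 and probe and 100% = wells lacking GLD-1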
Fam108B counter: Fam108B inhibition, counter-screen for RBBP9 inhibitors; AID 1947; recombinant Fam108B, FP-Rh probe fluorescence polarization; inhibition, % at 9.51 µM; 0.33% of 300,000 active;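 active means inhibition above the screen mean inhibition plus 3 SD, computed separately per campaign, cut at about 18% in these data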;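 further: inhibitors lower polarization as less probe binds the enzyme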
The depositor's hits bear a star; ? = inconclusive; . = no result given. Compounds as they come (roughly 2.2% active in at least one column).

| mol | GRK2 inh | VLA-4 inh | MEX-5 binding | GLD-1 RNA inh | CIT2-GFP yeast | Fam108B counter | MCL1-BIM inh | AGP1 TOR yeast | BCLXL inh |
| --- | --- | --- | --- | --- | --- | --- | --- | --- | --- |
| O=C(c1cc2sccc2n1Cc1ccccc1)N1CCCc2ccccc21 | 0 | -6 | 1.8 | 3 | 92 | -5 | 3 | 106 | 7 |
| COc1ccccc1N1CCN(c2ccc(-c3ccccc3)nn2)CC1 | 0 | 42 | 2.6 | 2 | 85 | 0 | -8 | 89 | -6 |
| O=C1C(=O)N(CCN2CCOCC2)C(c2ccccc2F)/C1=C(\O)c1ccc(S(=O)(=O)N2CCOCC2)cc1 (centres undefined) | 0 | 6 | -0.1 | 0 | 102 | -1 | 2 | 101 | 4 |
| CCC(CO)N=CC1=C(O)CC(C)(C)CC1=O (centres undefined) | 0 | 8 | -0.3 | -1 | 116 | 2 | 0 | 107 | 10 |
| Cn1cccc1/C=C1\CCc2ccccc2C1=O | 0 | -2 | -1.9 | -11 | 94 | 1 | 0 | 106 | -4 |
| Cc1cccc(NC(=S)NNC(=O)c2csc(C)c2)c1 | 0 | 0 | -0.2 | 9 | 90 | -4 | 7 | 95 | 7 |
| O=C(O)c1cc2c(cc1NC(=O)C1CCCC1)OCCO2 | 3 | 2 | . | -4 | 103 | . | 7 | 105 | 5 |
| COc1ccccc1NC(=O)CCCCCN1C(=O)c2cccc([N+](=O)[O-])c2C1=O | 1 | 17 | -0.4 | 3 | 104 | 0 | 5 | 99 | 7 |
| CC(C)(C)C1CC=C2C(C#N)=C(N)C(C#N)(C#N)C(c3cccs3)C2C1 (centres undefined) | 1 | 13 | -41* | 62* | 87 | 3 | 63* | 87 | 60* |
| Cc1ccc(S(=O)(=O)Nc2cc(C)nn2-c2ccccc2)cc1 | 3 | -4 | 1.7 | 3 | 94 | 3 | 3 | 105 | 3 |
| COc1ccc(-c2cc(=O)oc3cc(OCC(=O)N[C@@H](Cc4c[nH]c5ccccc45)C(=O)O)ccc23)cc1 | 2 | -2 | 0.2 | 5 | 110 | -2 | -7 | 106 | 5 |
| CCN1C(N(C)C)=NC[C@@H]1Cc1ccccc1 | 73* | -16 | . | -4 | 105 | 2 | 4 | 100 | 5 |
| O=C(COc1ccc2ccc(=O)oc2c1)Nc1cccnc1 | 3 | 18 | 0.0 | -7 | 98 | 1 | 3 | 100 | 0 |
| CC1CCCCC1NC(=O)c1cc(S(=O)(=O)N2CCOCC2)ccc1Cl (centres undefined) | 0 | 4 | . | -6 | 115 | . | . | 102 | . |
| COc1ccc(-c2nnc(NC(=O)CS(=O)(=O)c3ccc(F)cc3)o2)c(OC)c1 | 1 | -4 | -1.7 | 4 | 94 | 5 | 7 | 108 | 5 |
| O=C(COC(=O)C1=COCCO1)Nc1ccccc1Oc1ccccc1 | 4 | -2 | 0.4 | 2 | 64 | -3 | 1 | 72 | 5 |
| C/C(=N\OC(=O)NC1CCCCC1)c1sc(-c2ccccc2)nc1C | 0 | 22 | 0.9 | -2 | 90 | -4 | -3 | 95 | -3 |
| COc1ccccc1/C=C(\NC(=O)c1cccc(C)c1)C(=O)Nc1ccccn1 | 1 | -1 | 2.4 | -2 | 108 | 0 | 0 | 96 | 3 |
| CCc1nnc(NC(=O)c2ccc(N(C)S(=O)(=O)c3ccccc3)cc2)s1 | 1 | -18 | 0.4 | 6 | 114 | 5 | -12 | 115 | -14 |
| COC(=O)c1ccc(NC(=O)Nc2ccc(OC)c(OC)c2)cc1 | 0 | 8 | -1.6 | 10 | 97 | 10 | 7 | 98 | 4 |
| COc1ccc(S(=O)(=O)N2CCN(C(=O)CCOc3ccccc3)CC2)cc1OC | 4 | 11 | . | 4 | 87 | . | -1 | 97 | -1 |
| CC(Oc1ccccc1)C(=O)N1CCN(c2ncccn2)CC1 (centres undefined) | 0 | -3 | . | 2 | 97 | . | 6 | 93 | 4 |
| CC1=C(C(=O)NCCN2CCOCC2)C2(CCC(C)CC2)OC1=O (centres undefined) | 3 | -5 | 0.2 | -2 | 120 | 2 | -4 | 112 | 3 |
| O=C(Cn1ncc2c1-c1ccccc1OC2)N(Cc1ccco1)C1CCCCC1 | 0 | 0 | 1.4 | 2 | 94 | 5 | -6 | 91 | -1 |
| Cc1ccc(N(CC(=O)NCCSCc2ccco2)S(=O)(=O)c2ccc(C)cc2)cc1 | 3 | 4 | 2.2 | 3 | 86 | 0 | 2 | 95 | 0 |
| Cc1cc2[nH]c(=O)c(=O)[nH]c2cc1S(=O)(=O)NC1CCC(C)CC1 (centres undefined) | 2 | -2 | 0.4 | -5 | 112 | -1 | -1 | 84 | 1 |
| CCN(Cc1ccccc1)Cc1nc(CCc2ccccc2)no1 | 0 | 8 | 1.4 | -3 | 99 | 7 | 2 | 96 | 1 |
| CN(C)c1ccc(C(=O)OCC(=O)N2CCCC2)cc1 | 1 | 25 | -0.4 | 0 | 110 | 0 | 6 | 109 | 3 |
| CC1=NNC(=O)C1C(c1cccc(O)c1)C(C#N)C#N (centres undefined) | 3 | -2 | . | -3 | 99 | -1 | 2 | 109 | 4 |
| COc1ccc(C/C(O)=C(\C#N)c2nc3ccccc3s2)cc1 | 0 | 1 | 2.9 | -1 | 89 | 4 | 4 | 99 | -2 |
| Cc1cccc(OCC(=O)Nc2ccc(S(=O)(=O)N3CCCC3)cc2)c1 | 0 | -4 | 2.7 | -3 | 102 | -6 | 8 | 104 | 9 |
| CCCn1c(N)c(C(=O)CSc2nc3ncc(Cl)cc3[nH]2)c(=O)n(C)c1=O | 0 | -10 | . | 3 | 102 | . | 4 | 100 | 3 |
| CCCCn1c(N)c(N(CC)C(=O)c2cccc(OC)c2)c(=O)[nH]c1=O | 2 | 2 | 4.3 | -5 | 94 | -8 | -5 | 95 | -8 |
| CCOc1ccc(S(=O)(=O)NCCC(=O)NCCOc2ccccc2OC)cc1 | 0 | 5 | 1.6 | -6 | 101 | 1 | 2 | 110 | 2 |
| O=C(NCC(=O)N1CCC(Cc2ccccc2)CC1)c1ccc(Cl)cc1 | 2 | 2 | -1.3 | 3 | 87 | -3 | -10 | 92 | 3 |
| Cn1cc([N+](=O)[O-])c(C(=O)Nc2ccc3nc(-c4ccccc4)[nH]c3c2)n1 | 1 | 3 | -0.4 | 2 | 92 | 0 | 5 | 91 | 6 |
| Nn1c(SCC(=O)NC2CCCCC2)nnc1-c1ccccc1 | 3 | 5 | -0.3 | 2 | 100 | -2 | -4 | 100 | 7 |
| O=C(O)c1ccc(/C=N/Nc2ccc(F)cc2F)cc1 | 3 | 2 | 2.1 | 4 | 112 | 1 | 3 | 106 | 4 |
| Cc1ccc(-c2c3c(=O)n(C)c(=O)n(C)c3cn2Cc2cccnc2)cc1 | 1 | 4 | 0.9 | -4 | 92 | 2 | 15 | 89 | 1 |
| CC(NC(=O)C(=O)Nc1nccs1)c1ccccc1 (centres undefined) | 2 | -2 | 0.9 | 2 | 100 | 3 | 1 | 98 | 3 |
| COc1ccc2[nH]c(=O)c3c(c2c1)OC(C)(C)C=C3 | 0 | -6 | -0.8 | 7 | 102 | -2 | 7 | 98 | 9 |
| COc1ccc(CCNC(=O)Cn2cnc3scc(-c4ccccc4)c3c2=O)cc1OC | 0 | -7 | -0.5 | -3 | 104 | -1 | -2 | 106 | 1 |
| O=C1c2cccc3cccc(c23)C(=O)N1CCCCCc1n[nH]c(=S)o1 | 0 | -9 | 0.8 | -2 | 107 | -7 | -17 | 104 | -33 |
| O=C(NCc1ccncc1)Nc1ccc2c(c1)OCO2 | 2 | 12 | 0.1 | 11 | 103 | 3 | 13 | 103 | 7 |
| Cc1ccc(NC(=S)Nc2ccccn2)c(C)c1 | 0 | -7 | 0.5 | -5 | 98 | 1 | 14 | 93 | 6 |
| CC(=O)Nc1ccc(S(=O)(=O)N(CC(=O)Nc2cc(C)on2)Cc2ccc(F)cc2)cc1 | 0 | 6 | 0.0 | -4 | 107 | -1 | 5 | 100 | 5 |
| CC(=O)C1=C(O)C(=O)N(c2nccs2)C1c1ccccc1 (centres undefined) | 3 | 3 | -2.9 | -4 | 102 | 1 | 11 | 101 | 6 |
| Cn1cccc1CC(=O)N/N=C\c1c2ccccc2cc2ccccc12 | 0 | 9 | -3.6 | 18 | 94 | -5 | 51* | 92 | 33* |
| O=C(Nc1ccc(S(=O)(=O)N2CCOCC2)cc1)c1ccco1 | 5 | 4 | -1.0 | 4 | . | 1 | 11 | 106 | 6 |
| CCOC(=O)c1nc(-c2ccc(OC)c(OC)c2)no1 | 0 | 10 | 2.9 | -3 | 94 | -8 | -4 | 93 | -4 |

Continued:
| mol | GRK2 inh | VLA-4 inh | MEX-5 binding | GLD-1 RNA inh | CIT2-GFP yeast | Fam108B counter | MCL1-BIM inh | AGP1 TOR yeast | BCLXL inh |
| --- | --- | --- | --- | --- | --- | --- | --- | --- | --- |
| CC(NS(=O)(=O)c1ccc2c(c1)OCCCO2)C(=O)O (centres undefined) | 1 | 15 | 1.6 | 3 | . | 1 | -2 | . | 2 |
| O=C(c1cc(-c2cccnc2)nc2ccccc12)N1CCCc2ccccc21 | 1 | 10 | -0.8 | 1 | 100 | 2 | 0 | 102 | 4 |
| O=C(NN=C1CCCCCCCCCCC1)c1cccnc1 | 0 | -7 | 2.1 | 5 | 102 | -4 | 4 | 105 | 2 |
| Cc1nc(SCC(=O)N2CCOCC2)c2c(C)c(C)sc2n1 | 0 | 4 | 1.1 | -1 | 94 | 5 | 4 | 96 | 3 |
| C/C(=N\NC(=O)c1nn(C)c(C)c1Br)c1ccc(NC(=O)C2CCCC2)cc1 | 0 | 10 | . | . | 96 | . | . | 95 | . |
| O=c1cnnc(N/N=C/c2cccs2)[nH]1 | 0 | 1 | -1.6 | -6 | 97 | 1 | 4 | 100 | -3 |
| O=C(NCc1ccc(F)cc1)C1CC(=O)N(Cc2ccco2)C1 (centres undefined) | 0 | -8 | 1.9 | -2 | 89 | 2 | 6 | 92 | 4 |
| C/C(=N/NC(N)=S)c1cc2ccc(O)cc2oc1=O | 17 | -1 | -13 | -5 | ? | 5 | -14 | ? | -10 |
| Cc1c(NC(=O)COC(=O)Cn2cc(C(F)(F)F)ccc2=O)cccc1[N+](=O)[O-] | 1 | -3 | . | 0 | 101 | . | 1 | 100 | -1 |
| O=C1CCCN2N=C(SCC(=O)N3N=C(c4ccc(Br)cc4)CC3c3ccc(F)cc3)SC2=N1 (centres undefined) | 2 | 4 | -2.9 | -4 | 92 | 0 | 0 | 110 | 3 |
| COc1ccc(C(=O)Cc2ccccc2)cc1OC | 1 | -7 | 1.2 | 5 | 95 | 4 | -1 | 92 | 8 |
| Cc1cc(C)cc(NC(=O)[C@@H](NC(=O)c2ccco2)C(C)C)c1 | 1 | 13 | 1.6 | 7 | 105 | 1 | -4 | 104 | 5 |
| Cc1oc2c(F)c(F)c(F)c(F)c2c1S(=O)(=O)Nc1cccc(C(F)(F)F)c1 | 5 | -5 | -0.7 | 8 | 90 | 2 | -3 | 88 | -3 |
| O=C(CC12CC3CC(CC(C3)C1)C2)NCc1ccc(F)cc1 | 4 | -1 | 1.2 | -2 | 90 | -3 | -6 | 86 | -1 |
| Cn1c(=O)c2[nH]c(SCc3ccccn3)nc2n(C)c1=S | 4 | -10 | 1.3 | 3 | 91 | 5 | 11 | 96 | 3 |
| Cc1ccc(NC(=S)c2nc3ccccc3[nH]2)c(C)c1 | 0 | 9 | 2.3 | 4 | 79 | 3 | 9 | 87 | 6 |
| CC(C)CNC(=O)COC(=O)c1c2c(nc3ccccc13)/C(=C/c1cccs1)CC2 | 0 | -342 | -3.0 | -35 | 93 | -1 | -2 | 87 | 1 |
